Source: PubChem
TAG inh: triacylglycerol accumulation inhibition. H9c2 cells, Nile Red lipid (TAG) fluorescence; cells loaded with 200 µM oleic acid. inhibition, % at 12.5 µM. actives 0.66% (n = 230,000);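 active = pattern-corrected inhibition of lipid staining of at least 50% with the nuclear-stain viability signal not falling by more than 50%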;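 note: 0% = DMSO wells and 100% = triacsin C control wells; some results filed as inactive read as strong as hits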
TAG inh DAPI viability: second read-out of TAG inh, no call of its own (marks repeat the call); DAPI nuclei signal change (viability), lower = more cytotoxic, %;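 whole-well DAPI fluorescence read on a plate reader as a viability signal; minus 50 percent equals half of cells still viable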
An asterisk follows results filed as active. Some of the compounds tested; rates above refer to the full screens.

Each structure is followed by: TAG inh | TAG inh DAPI viability
C[C@@H]1CN([C@H](C)CO)C(=O)CCCn2nncc2CO[C@H]1CN(C)S(=O)(=O)c1ccc2ccccc2c1
    5 | -2
Cc1cc(C)c2c(ccc3ccccc32)n1
    -16 | 7
COc1ccc(CCNC(=O)CN2CCCc3ccccc32)cc1OC
    8 | -6
C#CCOCCOCCOCCNc1nc(N2CCN(C(=O)Cn3cc(CC(C)O)nn3)CC2)nc(N2CCN(C(=O)[C@H]([C@@H](C)CC)n3cc(CCCCN)nn3)CC2)n1 (stereo not given in full)
    -4 | 7
CC(=O)N[C@H]1[C@H]([C@H](O)[C@H](O)CO)OC(C(=O)O)=C[C@@H]1O
    -13 | -1
O=C(Nc1ncc(S(=O)(=O)c2ccc([N+](=O)[O-])cc2)s1)c1ccccc1F
    5 | -3
COc1ccc(NC(=O)c2ccc(Cn3cc(Cl)cn3)cc2)cc1
    23 | -12
CCCOC(=O)Nc1nc(-c2ccc(C)cc2)c(C)s1
    22 | 2
CCn1c(Cc2ccc(OC)cc2)nnc1SCC(=O)Nc1nc2ccccc2s1
    -3 | 2
O=C(NCCO)c1ccc2[nH]c3ccccc3c2c1
    0 | 4
COc1cccc(-c2cc3nc(C)c(C)c(N4CCN(C(=O)c5ccoc5)CC4)n3n2)c1
    23 | -11
Cc1ccc(C(C)C)cc1OCCOCCN1CCCC1
    -4 | 9
CCN(C(=O)Cn1c(Cl)nc2c1c(=O)n(C)c(=O)n2C)C1CCCCC1
    -2 | 5
CCN(CC)CCNC(=O)c1nn(-c2ccc(Cl)cc2)c2c1CCc1cc(OC)ccc1-2
    26 | 17
COc1cnc(SCC(=O)O)[nH]c1=O
    1 | -13
COc1cc(C=C2C(=O)c3ccccc3C2=O)cc(OC)c1OC
    -24 | 7
O=C(Cc1ccccc1)NC(=S)Nc1cccc(C(F)(F)F)c1
    -7 | -3
Cc1ccc(C(=O)OC(C(=O)O)C(OC(=O)c2ccc(C)cc2)C(=O)O)cc1 (stereo not given)
    3 | 2
Cc1c(Cl)cccc1NC(=O)CCN1C(=O)NC(C)(C)C1=O
    7 | 1
CCOC(=O)N1CCN(C(=O)/C(=C/c2cccs2)NC(=O)c2cccs2)CC1
    8 | -10
CCC(C)NC(=O)CC(c1ccccc1)c1cc(C)ccc1O (stereo not given)
    -5 | 9
CC(C)CCOCC(O)CCC(=O)NNC(=S)Nc1ccccc1 (stereo not given)
    -13 | 12
CCOC(=O)c1cc2c(=O)n3ccccc3nc2n(Cc2ccco2)c1=NC(=O)c1cccc(OC)c1
    3 | 16
CCOc1ccc(N(Cc2ccc(C(=O)O)cc2)S(=O)(=O)c2ccc(C)cc2)cc1
    -3 | 2
Cc1cc(=O)n2nc(-c3ccccc3)sc2n1
    8 | -2
O=C(NC1CCCC1)C1c2ccccc2C(=O)N1CCCN1CCOCC1 (stereo not given)
    11 | 2
Cc1cc(=O)[nH]c(N/N=C/c2ccccc2C(F)(F)F)n1
    -24 | 1
COc1ccc(OC)c(-n2c(=S)[nH]c3cc(C(=O)N4CCN(c5ccccc5)CC4)ccc3c2=O)c1
    -3 | -1
COc1cc2nc(N3CCN(C(=O)c4ccco4)CC3)nc(N)c2cc1OC
    11 | 10
COC(=O)NC(NC(=S)Nc1cccc(C)c1)C(Cl)(Cl)Cl (stereo not given)
    3 | -3
CCCCc1ccc(N=N/C(C(=O)Nc2cc(OC)c(NC(C)=O)cc2OC)=C(/C)O)cc1
    55* | 13*
O=C(O)c1ccc(S(=O)(=O)c2ccc3c(c2)C(=O)N(NC(=O)c2ccc(O)cc2)C3=O)cc1
    2 | -9
O=C(NC1CCCCC1)C(c1ccncc1)N(CC1CCCO1)C(=O)C(F)(F)F (stereo not given)
    1 | -2
Cc1ccc(Nc2nc(N)nc(CN3CCN(c4ccccc4)CC3)n2)cc1Cl
    -18 | 9
CC(=O)c1ccccc1OCC(O)CN1CCN(C(c2ccccc2)c2ccccc2)CC1 (stereo not given)
    -22 | 17
CC(NC(=O)Cn1cnc([N+](=O)[O-])n1)c1ccccc1 (stereo not given)
    11 | 14
CN(C)c1ccc(/C=N/NC(=O)CNC(=O)/C=C/c2ccccc2)cc1
    4 | -10
Cc1nnc(NC(=O)CN2C(=O)c3ccccc3S2(=O)=O)s1
    -12 | 10
NS(=O)(=O)c1ccc(NC(=O)CSc2nc(Nc3ccccc3)nc(N3CCOCC3)n2)cc1
    18 | -12
O=C(c1cc(COc2ccc(F)cc2F)on1)N1CC[C@@H]2CCCC[C@H]2C1
    0 | -9

A run of entries taken from the entries so far:
Each structure is followed by: TAG inh | TAG inh DAPI viability
CC(NC(=O)Cn1cnc([N+](=O)[O-])n1)c1ccccc1 (stereo not given)
    11 | 14
CN(C)c1ccc(/C=N/NC(=O)CNC(=O)/C=C/c2ccccc2)cc1
    4 | -10
Cc1nnc(NC(=O)CN2C(=O)c3ccccc3S2(=O)=O)s1
    -12 | 10
NS(=O)(=O)c1ccc(NC(=O)CSc2nc(Nc3ccccc3)nc(N3CCOCC3)n2)cc1
    18 | -12
O=C(c1cc(COc2ccc(F)cc2F)on1)N1CC[C@@H]2CCCC[C@H]2C1
    0 | -9

(cont.)
Each structure is followed by: TAG inh | TAG inh DAPI viability
COc1ccc(CNC(=O)C2CCCN2CCc2ccccc2)cc1OC (stereo not given)
    -5 | 11
COc1cc(-c2noc(C)c2C#Cc2nccn2C)cc(OC)c1OC
    29 | 5
Cc1ccc(SCC(=O)NC(=O)Nc2ccc3c(c2)OCCO3)cc1C
    -4 | 6
Cc1cn(C2CC(OC(=O)C(C)C)C(CO)O2)c(=O)[nH]c1=O (stereo not given)
    -8 | 0
O=C(C1CC(=O)N(c2ccccc2)C1)N1CCN(c2ccccc2F)CC1 (stereo not given)
    4 | 2
N#CC1(NC(=O)Cn2cc(C(F)(F)F)ccc2=O)CCCC1
    -5 | 2
CCN(CC)S(=O)(=O)c1ccc2oc(C(=O)N3CCc4ccccc4C3)c(C)c2c1
    -19 | 15
O=C(CN(C(=O)c1ccccc1Cl)C1CCCCC1)Nc1ccc(Cl)c([N+](=O)[O-])c1
    -65 | -4
O=C(Nc1nnc(SCc2ccc(F)cc2)s1)C1Cc2ccccc2CN1C(=O)c1ccco1 (stereo not given)
    -4 | 4
CCOC(=O)c1c(C)nsc1NC(=O)C1(C)CCN1C(=O)CC (stereo not given)
    0 | 15
CC(C)C1NC(=S)N(Cc2ccccc2)C1=O (stereo not given)
    8 | -15
CCCCCn1c(SCCOCC)nc2c1c(=O)[nH]c(=O)n2C
    -13 | 3
CS(=O)(=O)N1CC2CCCN2c2cc(C(F)(F)F)ccc21 (stereo not given)
    -3 | 5
CC(C)(C)c1ccc2c(c1)N(CC(=O)N1CCOCC1)C(=O)CO2
    3 | 3
O=C(CSc1nc(Nc2ccccc2)nc(N2CCOCC2)n1)Nc1cccc([N+](=O)[O-])c1
    44 | -7
CCOC(=O)c1cc(-c2ccc(C)cc2)n(CC(=O)NCc2ccco2)c1C
    13 | -5
COC(=O)[C@@H]1C[C@H]1[C@@H](NS(=O)(=O)c1ccccc1)c1ccccc1
    9 | 1
Cc1noc(C)c1COc1ccc(C(=O)O)cc1
    5 | 6
O=C(Cc1ccc(NC(=O)C2CCN(C(=O)c3ccccc3)CC2)cc1)Nc1cccc(C(=O)N2CCCCC2)c1
    -12 | 4
Cn1ncc(Cl)c1C(=O)NC1CCCC1
    -2 | 7

Quoted at random: 2 entries already listed.
Each structure is followed by: TAG inh | TAG inh DAPI viability
Cc1cc(C)c2c(ccc3ccccc32)n1
    -16 | 7
O=C(Cc1ccccc1)NC(=S)Nc1cccc(C(F)(F)F)c1
    -7 | -3

Looked up above:
TAG inh result of `CCCCCn1c(SCCOCC)nc2c1c(=O)[nH]c(=O)n2C` : -13
TAG inh DAPI viability result of `CC(C)C1NC(=S)N(Cc2ccccc2)C1=O` (stereo not given) : -15

Later entries:
Each structure is followed by: TAG inh | TAG inh DAPI viability
COc1cccc(-c2nnc(-c3ccc(C(F)(F)F)cc3)o2)c1OC
    -6 | 2
Cc1cccc(-c2oc3ccc(-c4ccc5c(c4)OCO5)cc3c2C#Cc2cncn2C)c1
    14 | 2
CCC(=O)N=c1sc2ccccc2n1-c1ccccc1
    -7 | -2
CCOC(=O)CNC(=O)CN1CCCN(S(=O)(=O)c2ccc(Br)s2)CC1
    0 | 3
CCc1nc2ccc(C(=O)N(C)C(C)C)cn2c1N(CCC(C)C)CCN(C)C
    14 | -6
Cc1ccccc1C(=O)N/N=C1/SCC(=O)N1Cc1ccccc1
    -2 | -3
O=C(COC(=O)c1ccco1)NC1CCCc2ccccc21 (stereo not given)
    -9 | 0
Cn1c(=O)c2c(O)c(Cc3ccccc3)c(=O)n(C)c2n(C)c1=O
    -6 | -5
CCCCC[n+]1cccc2c3ccccc3ccc21
    -10 | 76
Cc1ccnc(NS(=O)(=O)c2ccc(NC(=O)COc3ccccc3)cc2)n1
    -4 | 2
O=C(C(c1ccccc1)C(O)(c1ccccc1)c1ccccc1)N1CCOCC1 (stereo not given)
    6 | 1
O=[N+]([O-])c1cccc(S(=O)(=O)Nc2ccc(-c3ccc(N4CCCC4)nn3)cc2)c1
    10 | -1
CC1CC(C)CN(C(=O)c2cc3ccccc3o2)C1 (stereo not given)
    -6 | -4
Cc1ccc2[nH]c3c(c2c1)CN(C(=O)CN1CCCc2ccccc21)CC3
    4 | 7
O=C(CSc1nnc(SCc2ccccc2Cl)s1)N/N=C/c1ccc(C(=O)O)cc1
    -7 | 4
COc1ccccc1N1CCN(CC(=O)Nc2cc(C)nn2-c2nc(C)cc(C)n2)CC1
    55* | -19*
CCc1ccccc1N(CC(=O)O)S(C)(=O)=O
    -18 | 14
Cc1nc(-c2ccncc2)nc(NCCNc2ncccc2C(F)(F)F)c1Cl
    3 | 10
Cc1nc(-c2ccc(Cl)cc2)sc1C1(C)CC(c2ccccc2F)=NO1 (stereo not given)
    -11 | -7
O=C(COC(=O)c1ccccn1)Nc1ccc2c(c1)OCO2
    3 | -6
C[C@]12CC[C@H](OC(=O)CCC(=O)O)CC1=CCC1C2CC[C@@]2(C)C1CC[C@@H]2N (stereo not given in full)
    10 | 4
COc1ccc(-n2nnnc2SCC(=O)NC2CC2)cc1
    -8 | 2
CC1CCCCN1Cc1ccc(-c2nnn(CC(=O)NC3CCCCC3)n2)cc1 (stereo not given)
    26 | -25
COc1ccccc1/C=N/NC(=S)NCc1ccco1
    -4 | 3
CC(=O)c1ccc(-c2ccc(Cn3c(C)nc4cc(N)c(C)nc43)cc2)cc1
    2 | 8
C=CCN(c1ccccc1)S(=O)(=O)c1cc2c(cc1C)NC(=O)CO2
    0 | -6
Cc1ccc(C(=O)COC(=O)COc2ccccc2[N+](=O)[O-])s1
    -9 | 0
CCOC(=O)C1CCN(S(=O)(=O)c2ccc(NC(=O)c3ccco3)cc2)CC1
    1 | -2
CCCC1(C(=O)OC)NC(c2ccco2)C2C(=O)N(c3ccc(C)cc3)C(=O)C21 (stereo not given)
    -3 | 4
Brc1ccc(-c2nc(-c3cccnc3)no2)o1
    -2 | 0
CC12CCC(=O)N1C(C(=O)Nc1cc(Cl)ccc1N1CCOCC1)CS2 (stereo not given)
    -18 | -3
Cc1cc(C(=O)N(C)C2CCCCC2)no1
    -2 | 14
CCOc1ccc(CCNC(=O)COC(=O)COc2ccc(Cl)cc2)cc1OCC
    32 | -11
O=C(CCc1nc2ccccc2[nH]1)Nc1ccccc1F
    -6 | -12
COc1ccc(/C(C)=N/NC(=O)OC(C)(C)C)cc1[N+](=O)[O-]
    2 | -4
COc1ccccc1C(C)NC(=O)c1cc(S(=O)(=O)N2CCCCC2)ccc1C (stereo not given)
    -7 | -5
COc1ccc(NC(C)C(=O)N/N=C/c2ccccc2OCc2cccc(Br)c2)cc1 (stereo not given)
    0 | 3
CCOC(=O)c1sc(NCC2CCCO2)nc1C (stereo not given)
    12 | -6
CCc1ccc([C@H]2C(C(=O)O)=C[C@@H](CC3CCCC3)N2S(=O)(=O)c2ccc(C)cc2)cc1
    -2 | 17
Cc1ccc2nc(-c3ccccn3)c(NC3CCCC3)n2c1
    -31 | 24
CCN(c1ccccc1)S(=O)(=O)c1ccc(OC)c(NC(=O)CN(C)C)c1
    -4 | 9
CCc1ccc(NC(=O)CSc2nc3ccsc3c(=O)n2CCCCCC(=O)O)cc1
    -1 | -11
COc1ccc(C(=O)N/N=C(\C)CC(=O)Nc2ccc3ccccc3c2)c(OC)c1
    16 | -4
COc1cc(CNCCN(C)C)ccc1OCc1c(F)cccc1Cl
    11 | 6
CCC(=O)N1CCCC(C)(C(=O)Nc2nccc3ccccc23)C1 (stereo not given)
    10 | -4
Cc1ccccc1Cn1cc(/C=N/n2cnnc2)c2ccccc21
    15 | 5
C=CCNC(=O)NC(=O)COC(=O)/C(C#N)=C/c1ccc(OC)cc1
    4 | -5
CCOC(=O)c1[nH]ncc1CN1CCCC(C(=O)c2cccc3ccccc23)C1 (stereo not given)
    1 | 19
COc1ccc2[nH]c(=O)c(CN(CC3CCCO3)C(=O)Nc3ccccc3)cc2c1 (stereo not given)
    18 | 3
COc1ccc2[nH]c(C(=O)N(C)c3ccc(F)cc3F)cc2c1
    -6 | 10
COc1ncnc2c1sc1nc(-c3ccccc3)c3c(c12)CCCC3
    19 | -7
O=C(CN1C(=O)NC(Cc2c[nH]c3ccccc23)C1=O)Nc1ccccc1Br (stereo not given)
    -3 | 4
COc1ccc(/C=C2\CCCC3C2=NN(C(=O)COC(=O)CNC(=O)c2ccccc2)C3c2ccc(OC)cc2)cc1 (stereo not given)
    15 | -10
